# Screening results from PubChem.
# ERG Ets-DNA blk: ERG Ets/DNA interaction inhibition | P11308 | Potency, µM (highest dose often 76.9 µM), for inactives: at the top dose FP activity, negative = inhibition, hits mostly inhibitors | actives 0.028% (n = 370,000) | fluorescence polarization, His-ERG Ets domain / labelled DNA; active = well fitted inhibition curve with a large enough effect in the polarisation, with a control signal flat; inconclusive = small, poorly fitted or top-dose-only effect, or effect the other way, or a change in a side signal; inactive = no such curve, though single readings can be large or run the other way; the % refers to the polarisation;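 note: polarization taken with two DNA probes labelled with fluorescein and Texas red; potency is the fitted concentration of half-maximal effect; % of control where 0% means no effect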
#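 His-tagged ERG Ets domain (1 uM in the protein solution; 300mM KCl, 50mM Tris-HCl, 1mM EDTA, 1mM DTT, pH 7.5) received compound, then a probe mix of 5 nM fluorescein-DNA and 100nM Texas-615-DNA. Fluorescence polarization was read for both dyes.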
# D2 antag: antagonists of human D2 dopamine receptor. HEK293 TREx D2 cells, calcium flux, dopamine EC80. inhibition, % at 10 µM. AID 485344. actives 2% (n = 340,000); in the data active = inhibition above about 30%; note: 0% is about no effect
#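 Dopamine at EC80 is the agonist stimulus; test compounds precede it by 180 s. Calcium flux read kinetically in a force-coupled, inducible HEK293 T-REx D2 cell line.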
# D2 agonist: D2 dopamine receptor (human) agonism; P14416; HEK293 T-REx D2 cells, calcium flux agonist mode; activation, % at 2 µM; actives 0.53% (n = 340,000); AID 485358;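 active = activation over 3 SD above normal in the single-dose calcium agonist read, cut at about 30% in these data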; note: 0% is about no effect
#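 Agonism scored from kinetic calcium signal (1 read/sec, 180 s) following compound pin transfer, after a 10 s baseline. Cells: HEK293 Trex line expressing inducible D2 receptor coupled to calcium, dye-loaded after overnight culture at 30 C.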
# GRP78 ERSR act: induces the endoplasmic reticulum stress response in human glioma cells. U87-MG GRP78 promoter luciferase reporter, 16 h. Potency, µM, inactives show top-dose activation, usual class: activators. actives 0.02% (n = 420,000); note: potency is the fitted concentration of half-maximal effect; series mostly up to about 76 µM; % of control where 0% means no effect; nearly all actives have a fitted effect of over 35% in size
#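 Stably transfected U87-MG human glioma cells carrying a GRP78-based luminescent sensor were seeded at 1000 cells/well, pin-dosed with compounds and incubated 16 h. Luciferase reagent was then added, and end-point luminescence was read after 10 min at room temperature.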
# LDHA inh: blocks human lactate dehydrogenase A. actives 0.15% (n = 480,000). activity change, % (values are at about 110 or 230 µM). purified LDHA, NADH/diaphorase-resazurin fluorescence; stronger effect = lower value. AID 1347041; in the data active = activity change below about -30%; inconclusive = mostly about -25% to -30%;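 note: plate controls were DMSO wells for no effect and wells without enzyme for full effect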
#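 Enzyme activity of human lactate dehydrogenase 5 (2 nM; 0.06 mM NADH, 0.2 mM pyruvate, 5 min, RT) is measured via a resazurin/diaphorase fluorescence readout of residual NADH.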
# RGS4 inh: blocks human RGS4-accelerated GTP hydrolysis. actives 0.039% (n = 390,000). Potency, µM (titrated, usually from 114 µM), for the others: at the top dose activity change, negative = inhibition, hits mostly inhibitors. P49798. Transcreener GDP fluorescence polarization, RGS4-accelerated GTP hydrolysis. AID 504845; note: potency is the fitted concentration of half-maximal effect; % is set by controls: 0 for no effect and ±100 for the full control effect; nearly all actives have a fitted effect of over 75% in size; some results filed as inactive show a strong effect at the top dose
# Target sequence (P49798 whole entry, looked up): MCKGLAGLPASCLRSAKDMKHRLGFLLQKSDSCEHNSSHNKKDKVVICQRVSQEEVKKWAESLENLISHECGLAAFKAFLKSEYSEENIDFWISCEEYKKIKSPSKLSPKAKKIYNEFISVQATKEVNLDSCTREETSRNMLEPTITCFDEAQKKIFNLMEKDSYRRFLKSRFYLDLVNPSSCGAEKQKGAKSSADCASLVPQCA
#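 MLSMR compounds (23 nl, pin-transferred) preincubated 10 min at room temperature with a 500nM (2x) first reagent, then RGS4 at 900nM (2x) plus Transcreener GDP mix added; fluorescence polarization (620/688 nm) read before and after 90 min at 30 °C.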
# Vif-APOBEC3F blk: Vif-A3F binding inhibition; HeLa A3F-eYFP + Vif (tagged APOBEC3F with the HIV-1 protein that degrades it), YFP fluorescence increase; Potency, µM (top dose mostly 46.1 µM), without a hit: at the highest dose activity, negative = active; actives 0.2% (n = 390,000); note: potency is the fitted concentration of half-maximal effect; % of control where 0% means no effect; nearly all actives have a fitted effect of over 65% in size
#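 HeLa cells stably expressing A3F-eYFP plus Vif, plated and incubated overnight at 37 deg C, then exposed to compounds overnight at 37 deg C. Blocked degradation read as raised yellow fluorescence (Ex 488/Em 500-530).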
# Vif-A3G inh: blocks the Vif interaction with human APOBEC3G. Q9HC16. HeLa A3G-eYFP + Vif (tagged APOBEC3G with the HIV-1 protein that degrades it), YFP fluorescence, overnight. Potency, µM (series often up to 46.1 µM), for inactives: at the highest dose activity, negative = active, usual class: inhibitors. actives 0.076% (n = 410,000). AID 602310;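 note: potency is the fitted concentration of half-maximal effect; % is set by controls: 0 for no effect and ±100 for the full control effect; nearly all actives have a fitted effect of over 60% in size; hits raise eYFP signal because A3G escapes Vif-driven loss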
#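 Read-out is eYFP fluorescence (Ex 488/Em 500-530) from Vif-expressing HeLa A3G-eYFP cells; more signal means A3G escaped Vif-mediated degradation. Cells plated overnight, compound pinned in, incubated overnight at 37 deg C.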
# 12-LOX inh: blocks human arachidonate 12S-lipoxygenase; AID 1671190; actives 1.1% (n = 580,000); Potency, µM (highest dose often 108 µM), for inactives: top-dose activity change, negative = inhibition, usual class: inhibitors; purified 12hLO, xylenol orange hydroperoxide absorbance; note: potency is the fitted concentration of half-maximal effect; % is set by controls: 0 for no effect and ±100 for the full control effect
# Target sequence (P18054 whole entry, looked up): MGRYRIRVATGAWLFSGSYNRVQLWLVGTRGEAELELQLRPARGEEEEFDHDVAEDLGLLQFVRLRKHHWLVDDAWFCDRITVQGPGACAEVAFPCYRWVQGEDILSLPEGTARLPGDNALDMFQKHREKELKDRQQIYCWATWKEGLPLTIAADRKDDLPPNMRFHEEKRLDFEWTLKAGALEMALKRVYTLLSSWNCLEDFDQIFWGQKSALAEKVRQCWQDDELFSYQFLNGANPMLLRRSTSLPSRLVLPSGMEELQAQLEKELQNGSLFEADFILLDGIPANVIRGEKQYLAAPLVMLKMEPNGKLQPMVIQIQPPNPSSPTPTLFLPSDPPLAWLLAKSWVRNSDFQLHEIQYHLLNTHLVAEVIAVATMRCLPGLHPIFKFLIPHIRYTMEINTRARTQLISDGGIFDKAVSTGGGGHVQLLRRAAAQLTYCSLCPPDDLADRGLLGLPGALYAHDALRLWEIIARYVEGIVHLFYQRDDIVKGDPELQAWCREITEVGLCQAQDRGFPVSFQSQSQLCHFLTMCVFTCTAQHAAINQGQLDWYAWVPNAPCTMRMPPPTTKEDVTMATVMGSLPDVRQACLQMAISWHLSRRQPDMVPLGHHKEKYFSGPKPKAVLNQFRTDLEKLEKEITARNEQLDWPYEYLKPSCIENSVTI
#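 Purified human 12hLO at 150 nM in 25 mM Hepes, 0.01% Triton X-100, pH 7.0, preincubated 15 min at room temperature with compound. Reaction started with 40 uM arachidonic acid, 30 min at room temperature. Hydroperoxide measured by Fe-xylenol orange, 573/405 nm absorbance ratio.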
# Starred values were filed as active, the others as inactive; ? = inconclusive; nt = not tested or not shown; [ ] = remark or other dose. Unless noted, calls come from the whole dose curve; as a rule, active = well fitted curve in the direction sought with a large enough effect; inconclusive = small, poorly fitted or top-dose-only effect, or another doubt; inactive = no such curve, though single readings can be large; an effect the other way counts as inactive or inconclusive. Some of the compounds tested; the hit share may differ from the screen's.
SMILES,ERG Ets-DNA blk,D2 antag,D2 agonist,GRP78 ERSR act,LDHA inh,RGS4 inh,Vif-APOBEC3F blk,Vif-A3G inh,12-LOX inh
CC1CN(Cc2cc(=O)oc3cc(O)ccc23)CC(C)O1 (centres undefined),0.1%,-6.7,-3.1,-2.6%,13.8,-6.9%,-13.0%,-0.2%,-21.7%
COc1ccc(NCc2nnc(SCC(=O)Nc3cc(C)cc(C)c3)o2)cc1,-0.1%,-10.6,0.2,-1.9%,7.4,-20.2%,-3.3%,-1.9%,?
Cc1c(Cl)ccc2sc(N3CCN(C(=O)CCS(=O)(=O)c4ccc(F)cc4)CC3)nc12,-11.9%,nt,-0.7,-1.1%,-7.6,6.0%,0.2%,5.0%,-18.6%
COc1ccccc1NC(=O)C1CCN(c2ncccn2)CC1,-7.8%,8.3,-0.4,-1.4%,-0.2,-17.0%,2.1%,-0.1%,-21.7%
CCOC(=O)c1ccccc1N1C(=O)CSC1=S,nt,6.7,0.3,-1.3%,-0.4,-26.6%,5.2%,?,3.1%
Cc1ccc(CCNS(=O)(=O)c2ccc3c(c2)NC(=O)C(C)C(=O)N3)cc1 (centres undefined),-0.6%,-9.2,-0.2,4.1%,-1.8,9.1%,6.0%,-0.7%,5.1%
COc1cc(CNc2ccc3[nH]c(=O)[nH]c3c2)ccc1OCc1ccc(Cl)cc1,-9.8%,-4.7,-0.2,?,0.3,-4.1%,-4.1%,-7.3%,?
O=C(CNc1cccc(Cl)c1)c1ccc(Br)cc1,6.2%,0.1,0.7,3.8%,-8.8,-18.2%,0.2%,-2.3%,?
CC(=O)N1CCc2cc(S(=O)(=O)CCC(=O)NCc3ccc(F)cc3)ccc21,-0.1%,3.2,1.7,14.0%,-18.7,16.3%,-1.7%,-0.4%,1.8%
O=C(O)c1cc(=O)[nH]c2ccccc12,-16.4%,nt,nt,-2.7%,-1.3,-26.0%,0.1%,-4.9%,-15.2%
CCOc1ccc(C(=O)NNC2CC(=O)N(Cc3ccc(Cl)cc3)C2=O)cc1OC (centres undefined),11.4%,-5.7,-0.4,-1.2%,-9.7,2.4%,6.7%,-4.9%,?
O=C(NCCN1CCOCC1)c1cnn2c1NC(c1cccs1)CC2C(F)(F)F (centres undefined),5.1%,-2.2,0.5,-3.7%,-1.4,-22.9%,3.9%,-0.1%,-0.8%
O=C(CCNS(=O)(=O)c1ccc2[nH]c(=O)oc2c1)NCc1ccccc1,-6.8%,-6.2,0.4,-1.2%,-4.6,2.1%[56.9 µM],-1.4%,1.0%,-13.2%
CCCC1=NN2C(=N)/C(=C\c3cc(C)n(-c4cccc(C)c4)c3C)C(=O)N=C2S1,11.0%,-5.5,0.7,-2.4%,-1.4,2.9%,-7.4%,-11.9%,12.0%
CCN1CCN(C(c2nnnn2Cc2ccc3c(c2)OCO3)C(C)C)CC1 (centres undefined),-0.3%,-24.3,0.0,-3.5%,-1.1,-9.8%,4.4%,2.7%,?
Cc1ccc(C)c(S(=O)(=O)Nc2ccc3[nH]c(=O)[nH]c3c2)c1,-1.2%,13.6,-0.1,-4.3%,12.4,-3.5%,-3.7%,0.4%,-16.0%
CC12CCC(C(=O)N(c3ccc(Cl)cc3)C1=O)C2(C)C (centres undefined),0.4%,-12.3,0.2,-3.6%,-8.1,19.4%,-16.3%,-0.6%,17.1%
CCOc1c(Cl)cnn(-c2ccc(C)cc2)c1=O,-16.9%,nt,nt,0.8%,-2.1,7.5%,-6.7%,-0.9%,12.0%
O=C(C1CCCO1)N1CCN(C(=S)Nc2ccccc2F)CC1 (centres undefined),7.7%,-1.8,0.4,-4.2%,-3.6,-21.4%,5.3%,3.6%,5.8%
O=C(CSc1nnc(-c2cccc(Br)c2)o1)N1CCNC1=O,-11.0%,nt,nt,5.3%,-10.7,-14.8%,-0.5%,-2.7%,26.0%
CCCCCOc1ccc(C(C)(O)C(CN2CCOCC2)c2ccccc2)cc1 (centres undefined),1.2%,2.2,0.6,-8.0%,2.2,-16.3%,2.5%,-0.3%,?
Cc1cc(C)n(/N=C/c2c[nH]c3ccccc23)c(=O)c1,6.7%,6.1,-0.1,-0.8%,1.3,-15.9%,-1.2%,-3.7%,0.0%
Cc1ccc(S(=O)(=O)N2CCC(C(=O)NNC(=O)c3cccnc3)CC2)cc1,-1.0%,12.2,1.4,-1.8%,-3.8,5.7%,4.3%,1.5%,-5.1%
COc1ccc(-c2noc3c2-c2nc(-c4ccccc4F)sc2CC3)cc1,16.5%,-21.2,-0.8,-1.1%,10.4,-19.5%,-4.3%,0.7%,39.8µM*
O=C(CN1C(=O)COc2ccc(Cl)cc21)Nc1cccc(F)c1,-0.9%,nt,0.2,0.4%,-6.8,-7.2%,1.0%,-3.0%,3.3%

# Further results
SMILES,ERG Ets-DNA blk,D2 antag,D2 agonist,GRP78 ERSR act,LDHA inh,RGS4 inh,Vif-APOBEC3F blk,Vif-A3G inh,12-LOX inh
O=C(NCC1CC1)c1ccc2c(c1)S(=O)(=O)c1cc(Cl)ccc1C2=O,-8.3%,-4.2,-0.8,-2.7%,-18.9,4.3%,4.6%,-2.2%,?
CC1CCN(C(=O)c2ncn3c2c(=O)[nH]c2ccc(Br)cc23)CC1,nt,nt,nt,-1.1%,-7.7,nt,1.6%,2.7%,-23.2%
C=CCn1c(-c2ccc3ncccc3c2)n[nH]c1=S,-1.9%,16.5,-0.1,-3.7%,-6.5,-24.1%,0.1%,-7.7%,28.2µM*
CCCn1c(=O)c2c(nc3n2CCN3c2ccc(C)cc2)n(C)c1=O,1.2%,nt,0.1,-2.3%,1.0,-15.4%,0.2%,-3.9%,0.0%
N#Cc1nc(-c2ccco2)oc1NCCc1ccccc1,0.0%,1.5,-0.2,-3.8%,-1.6,-6.1%,nt,0.7%,288.0%[activator]
COc1cccc(C(=O)OCC(=O)NCC2CCCO2)c1 (centres undefined),-1.9%,nt,nt,-3.3%,-5.6,24.3%,5.7%,2.4%,-12.7%
O=C(NCc1cccnc1)c1cccc(Cl)c1,7.7%,-13.5,0.7,-4.1%,-2.0,-13.2%,2.8%,0.5%,26.6%
COc1ccc(C(C)(O)c2nc(-c3ccc(C)c(C)c3)cs2)cc1 (centres undefined),nt,nt,nt,-1.0%,-3.8,nt,nt,-11.3%,-25.9%
CCOC(=O)C(=O)Nc1ccc([N+](=O)[O-])cc1OC,nt,-4.0,-0.2,-3.0%,-6.1,4.2%,-6.5%,-3.5%,-39.9%
CCOC(=O)C1CCN(C(=O)c2ccc(CNS(=O)(=O)c3ccc(C)cc3)cc2)CC1,6.8%,-4.3,-1.1,-1.2%,-2.5,-13.8%,1.8%,0.6%,-1.7%
CCN1C=C(Cc2ccc(OC)cc2)C2=C(C1)C(c1ccc(OC)cc1)C(C#N)=C(N)O2 (centres undefined),7.1%,9.5,-0.7,-2.0%,6.7,-50.1%,5.8%,-5.6%,17.8µM*
COc1cc2c(cc1OC)C(C(=O)N(C)Cc1ccccc1)C(c1cccnc1)N(C)C2=O (centres undefined),-8.1%,-8.2,-0.5,0.4%,-4.9,1.4%,-5.7%,-8.7%,0.4%
O=C(NCc1ccccc1)C1CC(=O)N(c2ccc(OCC(=O)N3CCCC3)cc2)C1 (centres undefined),-0.9%,-7.4,-1.5,-2.4%,-5.6,4.2%,-1.1%,-5.2%,88.1%[activator]
COc1ccc(/C=C/C(O)=C2/C(=O)NC3(C)CC2c2ccccc2O3)c(OC)c1OC (centres undefined),7.3%,-2.2,0.1,7.0%,-2.5,-1.3%,-7.6%,-11.9%,-4.8%
CCOc1ccc2oc(C(=O)NCC(C)(C)CN(C)C)c(C)c2c1,-6.9%,-23.5,-5.4,5.9%,0.6,-8.6%,-12.7%,2.0%,7.1%
O=C(c1ccc(Cl)cc1)c1cn(Cc2ccccc2)c2cc3c(cc2c1=O)OCCO3,-4.5%,nt,0.0,-4.1%,-1.7,-35.0%,0.0%,-14.9%,0.5%
Cc1cc(C)cc(NC(=O)NN2C(C)CCCC2C)c1 (centres undefined),-2.1%,13.9,-0.6,-3.7%,-5.0,15.4%,-14.1%,1.4%,0.0%
O=C(N/N=C(\CC(=O)c1cccs1)C(F)(F)F)c1ccncc1,-8.9%,-21.7,-0.9,-2.7%,-12.4,-6.6%,-2.2%,-0.3%,13.1%
Cc1ccc(C)c(SCc2noc(C(=O)NCC3CCCO3)c2C(=O)O)c1 (centres undefined),3.7%,5.7,-0.9,-2.3%,3.3,13.2%,-2.8%,0.2%,?
O=P(c1ccccc1)(c1ccccc1)C(O)c1ccc(Br)cc1 (centres undefined),9.9%,-5.3,-0.7,-0.8%,0.0,-23.6%,-0.6%,-1.2%,4.2%
Cc1ccc(C(C)C)c(OCCN2C(=O)NC(C)(C)C2=O)c1,12.2%,0.3,0.3,-4.1%,0.0,13.3%,-4.0%,-1.2%,-1.8%

# Fetched one by one from the list above:
SMILES,ERG Ets-DNA blk,D2 antag,D2 agonist,GRP78 ERSR act,LDHA inh,RGS4 inh,Vif-APOBEC3F blk,Vif-A3G inh,12-LOX inh
CCCn1c(=O)c2c(nc3n2CCN3c2ccc(C)cc2)n(C)c1=O,1.2%,nt,0.1,-2.3%,1.0,-15.4%,0.2%,-3.9%,0.0%
CCOC(=O)C(=O)Nc1ccc([N+](=O)[O-])cc1OC,nt,-4.0,-0.2,-3.0%,-6.1,4.2%,-6.5%,-3.5%,-39.9%
